NadD inh – inhibitors of S. aureus NadD, primary screen, biochemical, colorimetric, uHTS; Nicotinate-nucleotide adenylyltransferase NadD (Staphylococcus aureus N315); AID 602399, 2012; inhibition, % at 20 µM; purified NadD enzyme, colorimetric absorbance read-out; 0.78% of 360,000 active; in the data active = inhibition above about 26%; note: some compounds past the cut are filed as inactive
CSN inh – inhibitors of CSN-mediated cullin deneddylation, primary screen, biochemical, fluorescence polarization, uHTS | 0.38% of 360,000 active | COP9 signalosome complex subunit 5 (Homo sapiens), Q92905 | inhibition, % at 12.5 µM | Purified CSN, SCF-Nedd8-OG deneddylation | AID 651999, 2013;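 active = pattern-corrected inhibition above about 35%, with an unprinted fluorescence ratio check between 0.5 and 1.5, limit read from the data, passing the limit was not always enough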;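 note: 0% = enzyme with substrate and 100% = substrate without enzyme; some results filed as inactive read as strong as hits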
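Material: purified human Csn5 enzyme expressed in HEK293T cells / Medium: Tris buffer pH 7.5, NaCl, DTT, Tween-20, trehalose, ovalbumin / Compound dosing: 12.5 µM single point / Schedule: 90 min incubation of compound, enzyme and substrate at room temperature / Signal: fluorescence polarization of the substrate / Control set: no-enzyme wells high, enzyme-with-substrate wells low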
Rpn11 block – Rpn11 (PSMD14) deubiquitinase inhibitors, primary screen, biochemical, fluorescence polarization, uHTS | 0.59% of 360,000 active | human 26S proteasome, Ub4-pepOG fluorescence polarization; 20S core pre-blocked with epoxomicin | calls only at 20 µM | 26S proteasome non-ATPase regulatory subunit 14 (Homo sapiens), O00487;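 active = inhibition at 20 µM, scaled to each plate's controls, above about 33%, limit read from the data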
Target sequence (O00487 whole entry, looked up): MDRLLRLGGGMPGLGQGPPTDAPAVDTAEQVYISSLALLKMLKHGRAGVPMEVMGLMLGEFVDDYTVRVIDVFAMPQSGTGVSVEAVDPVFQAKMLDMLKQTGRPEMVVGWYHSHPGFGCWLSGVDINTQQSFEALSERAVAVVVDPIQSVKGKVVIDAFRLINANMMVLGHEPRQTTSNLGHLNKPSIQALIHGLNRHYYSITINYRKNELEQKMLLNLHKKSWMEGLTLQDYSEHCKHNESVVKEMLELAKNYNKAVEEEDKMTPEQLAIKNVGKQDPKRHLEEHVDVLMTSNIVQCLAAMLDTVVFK
LMPTP block – LMPTP phosphatase inhibitors, primary screen, biochemical, fluorescence intensity, uHTS; AID 651560, 2012; 0.22% of 360,000 active; recombinant LMPTP-A, OMFP fluorogenic substrate; Low molecular weight phosphotyrosine protein phosphatase (Homo sapiens), P24666; inhibition, % at 20 µM;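 active = compounds that cut the enzyme signal by at least half of the control window in the single-dose screen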;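 note: plate controls were DMSO wells with enzyme plus substrate for no effect and substrate without enzyme for full effect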
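Test system – LMPTP-A enzyme · Amount – LMPTP-A at 0.625 nM final in the reaction · Buffer or medium – Bis-Tris pH 6.0, DTT, detergent · Reagent – OMFP 400 µM · Doses – single 20 µM dose · Schedule – reaction 50 min, room temperature, dark · Detection – fluorescence intensity of OMFP turnover product · Evaluation – percent inhibition versus substrate-only and uninhibited controls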
SUMO1 PPI mod – modulators of SUMO1 protein-protein interactions, primary screen, biochemical, uHTS; SUMO1 binding to a labelled peptide, TR-FRET, 1 h; inhibition, % at 20 µM; 0.33% of 360,000 active; AID 602429, 2012; in the data active = inhibition above about 37%
Neddylation inh – inhibitors of cullin neddylation, primary screen, biochemical, TR-FRET, uHTS, NAE and Ubc12; 0.58% of 360,000 active; NEDD8-conjugating enzyme Ubc12 (Homo sapiens) + NEDD8-activating enzyme E1 regulatory …; calls only at 25 µM; in the data active = inhibition above about 36%
Target sequence (P61081 whole entry, looked up): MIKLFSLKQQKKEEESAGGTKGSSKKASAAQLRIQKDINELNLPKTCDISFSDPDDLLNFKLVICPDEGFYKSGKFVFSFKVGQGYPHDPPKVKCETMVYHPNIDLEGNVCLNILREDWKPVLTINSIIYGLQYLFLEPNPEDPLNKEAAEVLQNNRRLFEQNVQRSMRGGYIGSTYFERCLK
Target sequence (Q13564 whole entry, looked up): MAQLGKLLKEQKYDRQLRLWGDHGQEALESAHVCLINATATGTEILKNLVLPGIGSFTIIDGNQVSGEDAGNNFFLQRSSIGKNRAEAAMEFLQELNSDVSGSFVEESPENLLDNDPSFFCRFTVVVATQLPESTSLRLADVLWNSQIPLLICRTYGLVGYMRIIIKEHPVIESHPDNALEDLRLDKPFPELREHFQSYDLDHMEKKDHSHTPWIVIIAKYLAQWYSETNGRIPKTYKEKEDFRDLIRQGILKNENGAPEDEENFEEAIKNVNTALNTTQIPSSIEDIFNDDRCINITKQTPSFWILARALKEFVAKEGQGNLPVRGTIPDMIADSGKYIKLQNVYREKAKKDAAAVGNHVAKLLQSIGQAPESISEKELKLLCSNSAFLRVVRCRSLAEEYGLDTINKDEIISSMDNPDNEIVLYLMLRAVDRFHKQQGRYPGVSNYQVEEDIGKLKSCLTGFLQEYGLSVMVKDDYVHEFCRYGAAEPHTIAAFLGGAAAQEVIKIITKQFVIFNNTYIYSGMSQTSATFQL
Scp1 inh – Scp-1 phosphatase inhibitors, primary screen, biochemical, colorimetric, uHTS; Carboxy-terminal domain RNA polymerase II polypeptide A small phosphatase 1 (Homo …; inhibition, % at 20 µM; 0.88% of 340,000 active; Recombinant Scp1, phosphopeptide, malachite green phosphate absorbance;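 active = inhibition above about 50% at 20 µM, limit read from the data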;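 note: plate controls were DMSO wells with enzyme for no effect and wells lacking enzyme for full effect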
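Material: truncated SCP-1 phosphatase (76-261aa) / Buffer or medium: 50 mM Tris acetate pH 5.5, 0.005% Tween-20, 10 mM MgCl2 / Compound dosing: one concentration, 20 µM, with 1.0% DMSO / Incubation: 45 min room-temperature reaction, 5 min colour, 30 min stabiliser / Detection: colorimetric free-phosphate detection, absorbance 630 nm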
STEP block – STEP phosphatase inhibitors, primary screen, biochemical, fluorescence intensity, uHTS; Tyrosine-protein phosphatase non-receptor type 5 (Homo sapiens), P54829; recombinant STEP, OMFP fluorogenic substrate; inhibition, % at 20 µM; 0.25% of 360,000 active; AID 588621, 2011;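 active = inhibition at 20 µM, scaled per plate between control wells, above about 37%, limit read from the data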;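 note: 0% = DMSO with enzyme and substrate and 100% = substrate only without enzyme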
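Assay system: isolated STEP enzyme / Timing: 20 min at room temperature, dark / Doses: 20 µM, 1% DMSO / Technique: fluorescence intensity, excitation 480 nm, emission 540 nm / Reagent: fluorogenic phosphatase substrate OMFP at 25 µM final / Measure: percent inhibition scaled to no-enzyme and uninhibited-enzyme controls, plate-pattern corrected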
DNMT1 block – human DNMT1 methyltransferase inhibitors, primary screen, biochemical, molecular beacon, fluorescence, HinP1I cleavage, uHTS | 0.83% of 360,000 active | DNA (cytosine-5)-methyltransferase 1 (Homo sapiens), P26358 | inhibition (reported as % activation of signal), % at 10 µM | AID 588458, 2011; in the data active = inhibition above about 50%
Rin1-Abl PPI inh – inhibitors of Rin1-Abl protein binding, primary screen, biochemical, TR-FRET. Tyrosine-protein kinase ABL1 (Homo sapiens) + Ras and Rab interactor 1 (Homo sapiens), …. 0.4% of 360,000 active. AID 588664, 2011. inhibition, % at 7.35 µM; in the data active = inhibition above about 5%, passing the limit was not always enough
The depositor's hits bear a star; i = inactive; · = no result given.

SMILES	NadD inh	CSN inh	Rpn11 block	LMPTP block	SUMO1 PPI mod	Neddylation inh	Scp1 inh	STEP block	DNMT1 block	Rin1-Abl PPI inh
O=C1CCC/C(=N/NC(=O)c2ccc(NS(=O)(=O)c3cccs3)cc2)C1	0	6	i	-0.8	9	i	0	-2	2	1
CCOc1ccc(C(=O)/C=C/c2cn(CN3CCN(C)CC3)c3ccccc23)cc1	6	6	i	1.6	-22	i	-11	-4	-7	-2
O=C(Nc1ccc(N2CCN(C(=O)c3cccs3)CC2)cc1)c1ccc(Br)o1	-1	-3	i	2.3	7	i	-7	4	-3	0
CC(=O)c1ccc(Nc2nc(C(N)C3CCCCC3)cs2)cc1 (configuration not stated)	2	-8	i	0.4	-2	i	·	1	-22	-2
CC(C)(C)NC(=O)NC(=O)CN1CCN(S(=O)(=O)c2ccccc2)CC1	-4	-4	i	-1.9	4	i	1	-2	-4	1
CCOc1cc(NC(=O)c2ccccn2)c(OCC)cc1NC(=O)CC(C)C	-5	4	i	2.7	-1	·	-17	2	-8	1
C[C@@H](NC(=O)c1nc[nH]c1C(=O)NCC(=O)OCc1ccccc1)c1ccccc1	-12	-2	i	1.0	-1	i	-6	2	-1	2
CC1(C)CC2CC(C)(CN2c2ncnc3ccc(Br)cc23)C1 (configuration not stated)	-2	-7	i	4.4	4	i	-7	2	-1	-16
Cc1onc(-c2ccccc2)c1C(=O)Nc1cccc(S(=O)(=O)NC2=NCCC2)c1	1	4	i	-1.0	-1	i	-3	-2	2	3
O=C1OC(c2ccccc2)(N(Nc2ccccc2)c2ccccc2)c2ccccc21 (configuration not stated)	1	-1	i	0.5	5	i	·	-1	-1	0
O=C(c1cccc(S(=O)(=O)Nc2ccc(Br)cc2)c1)N1CCCC1	-3	-3	i	-0.2	5	i	-6	1	2	-1
O=C(COC(=O)c1cccnc1Cl)c1ccc(F)cc1	-3	10	i	-0.8	1	i	8	1	-7	1

Some of these compounds in order of the Rin1-Abl PPI inh value, high to low:
SMILES	NadD inh	CSN inh	Rpn11 block	LMPTP block	SUMO1 PPI mod	Neddylation inh	Scp1 inh	STEP block	DNMT1 block	Rin1-Abl PPI inh
Cc1onc(-c2ccccc2)c1C(=O)Nc1cccc(S(=O)(=O)NC2=NCCC2)c1	1	4	i	-1.0	-1	i	-3	-2	2	3
O=C(COC(=O)c1cccnc1Cl)c1ccc(F)cc1	-3	10	i	-0.8	1	i	8	1	-7	1
O=C(Nc1ccc(N2CCN(C(=O)c3cccs3)CC2)cc1)c1ccc(Br)o1	-1	-3	i	2.3	7	i	-7	4	-3	0

New compounds follow.
SMILES	NadD inh	CSN inh	Rpn11 block	LMPTP block	SUMO1 PPI mod	Neddylation inh	Scp1 inh	STEP block	DNMT1 block	Rin1-Abl PPI inh
CSc1ccccc1OCc1cc(C(=O)NCc2csc(C(C)C)n2)no1	5	2	i	1.0	0	i	-5	-1	-5	-1
Cc1ccccc1C(O)c1ccccn1 (configuration not stated)	-6	-2	i	-1.2	0	i	-6	1	5	-1
CCCn1c(SCC(=O)NCc2ccco2)nnc1-c1ccncc1	1	-1	i	1.1	-3	i	-2	1	-1	-2
COc1ccc(CCNC(=O)CSc2nnnn2Cc2ccc3c(c2)OCO3)cc1OC	-4	0	i	-1.4	-1	i	-3	-1	2	-2
C=Cc1ccc(C2=CC(=O)C[C@H](c3ccc(OC)cc3)C2)cc1	7	1	i	3.4	-25	i	-3	2	0	4
Cc1ccc(C(=O)NNc2cc(=O)n(C)c(=O)n2C)cc1C	-6	-1	i	-0.3	-3	i	-3	0	2	0
CC(NCc1ccncc1)C12CC3CC(CC(C3)C1)C2 (configuration not stated)	-4	-10	i	-1.1	-1	i	-6	2	1	3
O=S1(=O)CCO[C@H]2Cc3ccccc3[C@H]2N1Cc1ccc(Cl)cc1	-6	3	i	1.2	12	i	-4	-1	-2	4
Cc1ccc(-c2c(C#N)c(N)n(-c3ccc(Cl)cc3)c(=O)c2C#N)cc1	0	1	i	0.8	-21	i	·	0	2	-4
COC(CNC(=O)c1ccc2c(=O)n(Cc3ccc4c(c3)OCO4)c(=S)[nH]c2c1)OC	-4	-3	i	-1.6	-3	i	-7	0	12	-1
Cc1occc1-c1nc(-c2ccccn2)no1	0	1	i	-0.6	5	i	-8	0	1	0
N#Cc1nc(Cc2ccccc2)oc1N1CCN(c2ccccc2)CC1	0	3	i	1.9	0	i	0	-1	-3	2
CCOC(=O)c1ccc(COC(=O)c2nonc2N)cc1	6	-3	i	1.2	-2	i	-6	-2	0	0
CC(C)NC(C(=O)Nc1cc(Cl)cc(Cl)c1)c1ccccc1 (configuration not stated)	-12	-2	i	0.0	-3	i	-6	2	-3	1
COc1ccccc1C(=O)Nc1nnc(CCc2ccccc2)s1	-1	1	i	-0.7	1	i	6	1	2	-1
Cc1nc2cc(NC(=O)N3CCCC3)ccc2n1C	0	-7	i	-1.0	3	i	-5	-1	-1	-4
O=C(CSc1nnc(-c2ccccc2F)o1)NC1CC1	-2	-4	i	-0.1	-1	i	-1	-1	5	1
COc1ccc(C(=O)CN2C(=O)NC3(CCCc4ccccc43)C2=O)cc1 (configuration not stated)	-4	3	i	0.7	-3	i	-4	1	-9	-1
CC(=O)c1ccc(Nc2nc(CN)cs2)cc1	6	2	i	-1.0	1	i	·	-3	0	2
CCOC(=O)CC1(CC)Oc2ccccc2N1S(=O)(=O)c1ccc(C)cc1 (configuration not stated)	·	-1	·	2.3	-1	i	·	·	·	·
O=C(NCc1ccccn1)[C@@H]1CCCN1C(=O)[C@@H]1CCCN1C(=O)c1ccc(Cl)cc1	-2	3	·	-3.2	0	i	·	·	·	·
COC(=O)C1=NNC2(c3ccc(Cl)cc3)C(=O)N(c3ccc(Cl)cc3)C(=O)C12 (configuration not stated)	-6	-8	i	0.2	-2	i	-4	-1	-7	3
O=C1[C@H]2[C@@H](c3ccccc3)N[C@]3(CCCN(Cc4ccc(F)cc4)C3=O)[C@H]2C(=O)N1Cc1ccccc1	-3	-3	i	-1.4	5	i	·	-1	1	-1
O=C(OCc1ccc(Cl)c(Cl)c1)c1cccnc1Cl	-3	2	i	1.7	5	i	-14	1	4	2
CC1(c2ccc([N+](=O)[O-])cc2)Nc2ccccc2S1 (configuration not stated)	-3	1	i	3.3	-37	i	-8	1	-13	0
COc1ccc(C2=NN(CN3C(=O)C(=O)c4ccccc43)C(c3ccc(C)cc3)C2)cc1 (configuration not stated)	18	-1	i	3.3	-14	i	-9	1	3	-3
Cc1cccc(C)c1NC(=O)CNC(=O)c1ccc2c(c1)OCCO2	-5	-5	i	-0.2	-2	i	2	1	-1	1
CC1(C(=O)NCc2ccc3c(c2)OCO3)CCN1C(=O)Cc1cccc2ccccc12 (configuration not stated)	-5	-3	i	0.1	6	i	·	0	4	5
CC(C)(C)c1ccc(C(=O)OCC(=O)NCc2ccco2)cc1	1	0	i	-0.2	1	i	-7	2	-2	1
Nc1nc(Nc2ccccc2)nc(C(F)(F)F)n1	-8	3	i	-0.6	-2	i	8	-2	0	-1
O=C(CCc1ccccc1)OCCN1CCOCC1	-1	7	i	-3.1	0	i	-12	-2	2	0
C[C@H]1CCC[C@@]2(O[C@@H](CCO)C[C@H](O)[C@H]2O)O1	-2	-1	i	-2.8	5	i	-4	-3	5	0
COc1ccc(CN(C)Cc2c(O)ccc3ccccc23)cc1	-10	0	i	13	-9	i	-4	4	-3	-6
O=C(CNC(=O)c1ccccc1)OCc1cccc([N+](=O)[O-])c1	-6	-12	i	0.5	-13	i	-5	-1	6	-1
CNCCCC1Sc2ccccc2Oc2ccccc21 (configuration not stated)	-9	-1	i	0.1	-4	i	-5	-1	1	-2
CCOc1ccc(-c2nc(C)c(C(C)=O)n2O)cc1	7	-2	i	-0.9	4	i	-8	-10	0	-3
O=C(Nc1ccc(Cl)cc1)N1CCN(C(=O)C2CCCO2)CC1 (configuration not stated)	-4	5	i	-1.7	1	i	-13	-4	1	2
O=C(CCC(=O)NNc1nc2ccccc2c2nc(-c3ccccc3)nn12)NCCCN1CCOCC1	2	-1	i	-4.3	6	i	-3	-1	3	-5
CCCCCCN=CC1=C(O)CC(C)(C)CC1=O	0	-3	i	-1.7	-3	i	0	-2	4	-2
CCc1nnc(NC(=O)CSc2nnc(-c3ccccc3NC(=O)c3ccccc3)o2)s1	19	0	i	-0.4	2	i	-1	-3	4	0
O=C(CN1CCN(S(=O)(=O)c2ccccc2F)CC1)Nc1ccnn1C1CCCC1	7	-2	i	-1.1	2	i	-8	1	4	-1
O=C(N/N=C/c1ccc(Cl)cc1Cl)c1cccc(N2CCCC2=O)c1	-5	1	i	0.4	-4	i	-5	-1	2	2
C=CCNC(=S)N1CCC(C(=O)c2ccc3c(c2)OCCO3)CC1	-8	1	i	-0.6	-2	i	6	1	-3	-3
COc1ccc([N+](=O)[O-])cc1N(CC(=O)NCc1ccco1)S(C)(=O)=O	3	-11	i	-1.1	-6	i	-7	2	2	0
Cc1ccc(-c2cc(-c3ccccc3O)nc(N/N=C/c3cccnc3)n2)cc1	11	0	i	2.1	4	i	-3	2	52*	-1
COc1ccccc1/C=C1\SC(=S)N(N2C(=O)CCCC2=O)C1=O	-8	1	i	1.2	-11	i	-11	1	-1	5
Cc1cccc(C(=O)NC2CCN(C(=O)Nc3ccc(F)cc3)CC2)c1	-1	-2	i	-0.2	3	i	12	-1	1	0
Cc1c(C(=O)N2CCC2)oc2c(F)cccc12	-4	-1	i	-2.7	-2	i	-10	-4	-7	0
C=CCN=C1CCCc2c1[nH]c1ccc(C)cc21	-13	9	i	1.0	-11	·	2	0	-2	1
Cc1onc(-c2c(F)cccc2Cl)c1C(=O)OCC(=O)NC1CC1	-5	2	i	-0.1	0	i	-14	-1	-1	1
Cc1cccc(NC(=O)c2cnn3ccccc23)c1C	-3	0	i	-2.1	-3	i	-11	0	2	-5
CCc1ccc(-c2nn(Cc3ccccc3)cc2/C=C/C(=O)O)cc1	-5	1	i	0.0	-4	i	-10	2	3	2

High-throughput results as filed in PubChem.
